# Bioassay records deposited in PubChem BioAssay by National Center for Advancing Translational Sciences (NCATS).
# ATXN2 expr inh: ATXN2 expression inhibition | HEK-293 ATXN2-luciferase reporter, luminescence, 24 h | 0.72% of 360,000 active | Potency, µM (highest dose often 57 µM), for the others: at the top dose activity change, negative = inhibition, hits mostly inhibitors | AID 1745845; also: potency is read from the fitted curve at half-maximal effect; % is scaled to controls: 0 for no effect and ±100 for the full control effect; nearly all actives have a fitted effect of over 55% in size
#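 ATXN2-luciferase reporter cells (luciferase flanked by upstream and downstream ATXN2 gene portions) were treated 24 h at 37 °C with compounds at up to 57 uM. SteadyGlo luminescence gave expression; GF-AFC fluorescence gave viability.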
# KB-3-1 tox: KB-3-1 parental cell cytotoxicity; 1.4% of 400,000 active; KB-3-1 viability, CellTiter-Glo ATP luminescence, 72 h; Potency, µM (series often up to 46.1 µM), for inactives: at the top dose activity change, negative = cytotoxic, actives largely listed as cytotoxic; also: potency is read from the fitted curve at half-maximal effect; % is scaled to controls: 0 for no effect and ±100 for the full control effect; nearly all actives have a fitted effect of over 60% in size
#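 Cells are dispensed, compounds pinned in, plates held at 37 °C for 72 h, then CellTiter-Glo is added and luminescence read after 10 minutes. Cell line: parental KB-3-1 in phenol-red-free DMEM, 10% FBS.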
# MCF10A rerep: inducers of DNA re-replication in MCF 10A breast cells; MCF 10A DNA re-replication, Hoechst nuclear intensity, 48 h; Potency, µM (highest dose often 46.1 µM), for the others: at the top dose activity, positive = re-replication, hits mostly activators; 2.9% of 350,000 active; also: potency is read from the fitted curve at half-maximal effect; % of control where 0% means no effect; nearly all actives have a fitted effect of over 50% in size
# HT1080-NT tox: kills 2HG-producing HT-1080-NT fibrosarcoma cells; HT-1080-NT fibrosarcoma viability, CellTiter-Glo ATP luminescence, 48 h; Potency, µM (doses to about 46.1 µM), for the others: top-dose activity, negative = less viability, hits mostly cytotoxic; 1.6% of 360,000 active;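 also: NT is the 2HG producing partner of a matched IDH1 knockdown line; potency is read from the fitted curve at half-maximal effect; 0% = DMSO-treated cells and -100% = media-only wells without cells; nearly all actives have a fitted effect of over 55% in size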
#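 Compounds were tested in concentration-response format on HT-1080-NT cells for 48 hours at 37 degrees C. Cell viability came from CellTiter-Glo luminescence; curves were classified by r2, response magnitude and activity.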
# S2 tox: cell viability loss in ATXN counter-screen; S2 cells (HEK-293 line with an ATXN2-luciferase reporter) viability, CellTiter-Fluor protease fluorescence, 24 h; Potency, µM (highest dose often 56.7 µM), usual class: cytotoxic; 0.49% of 400,000 active; AID 651635; also: potency is read from the fitted curve at half-maximal effect; nearly all actives have a fitted effect of over 40% in size
# KB-V1 cytotox: KB-V1 MDR subline cytotoxicity | AID 1347076 | KB-V1 MDR cells viability, CellTiter-Glo, 72 h | 3.4% of 400,000 active | Potency, µM (series often up to 46.1 µM), without a hit: at the top dose activity change, negative = cytotoxicity, actives largely listed as cytotoxic; also: potency is read from the fitted curve at half-maximal effect; % is scaled to controls: 0 for no effect and ±100 for the full control effect; nearly all actives have a fitted effect of over 60% in size
#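 qHTS viability screen in drug-selected KB-V1 MDR cells: 72 h compound treatment at 37 degrees C, ATP luminescence end point.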
# HT1080 IDH1KD tx: toxicity to HT-1080 IDH1 knockdown cells (counter line); HT-1080 IDH1 knockdown viability, ATP luminescence, 48 h; Potency, µM (titrated, usually from 46.1 µM), inactives show top-dose activity, negative = toxicity, actives largely listed as cytotoxic; 2% of 360,000 active; AID 686971;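 also: potency is read from the fitted curve at half-maximal effect; 0% = DMSO wells and -100% = cell-free medium wells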
#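 % activity derives from luminescence (CellTiter-Glo), normalised to DMSO and no-cell wells. HT-1080-IDH1KD cells, 750/well, had 48 h compound exposure at 37 °C.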
# SW480 rerep: inducers of DNA re-replication in SW480 colon cancer cells; Potency, µM (titrated, usually from 46.1 µM), for inactives: top-dose re-replication activation, actives largely listed as activators; 1.8% of 340,000 active; SW480 DNA re-replication, Hoechst DNA content imaging, 48 h; also: potency is read from the fitted curve at half-maximal effect; % of control where 0% means no effect; nearly all actives have a fitted effect of over 55% in size
#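 Per well, 250 cells were exposed to pinned compound for 48 hr. Nuclear DNA was visualised with Hoechst (40 min, 37 C) and total object intensity recorded by fluorescence scanning.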
# IL1B secr inh: inflammasome signaling inhibition, IL-1 beta readout | activity change, % at 57.5 µM | THP-1 LPS/ATP IL-1B secretion, AlphaLISA, 16 h; hits give low values | 4.7% of 360,000 active | AID 743279; in the data active = activity change below about -50%; inconclusive = mostly about -30% to -49%; also: % is scaled to controls: 0 for no effect and ±100 for the full control effect
#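 THP-1 cells pretreated 1 hr with compounds (up to 57.5 uM final), then stimulated with LPS (250 ng/mL final) plus ATP (1.25 mM final); secreted IL-1B measured by AlphaLISA after 16 hr, decreased signal indicating inhibition.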
# Starred values were filed as active, the others as inactive; i = inactive; ? = inconclusive; . = not tested or not shown; & = joins results of further samples; [ ] = another dose, or the depositor's remark. Unless noted, calls follow the shape of the dose curve; as a rule, active = well fitted curve in the direction sought with a large enough effect; inconclusive = small, poorly fitted or top-dose-only effect, or another doubt; inactive = no such curve, though single readings can be large; an effect the other way counts as inactive or inconclusive.
SMILES,ATXN2 expr inh,KB-3-1 tox,MCF10A rerep,HT1080-NT tox,S2 tox,KB-V1 cytotox,HT1080 IDH1KD tx,SW480 rerep,IL1B secr inh
O=S1(=O)N=C(N(CCO)/N=C/c2ccncc2)c2ccccc21,20%[11.3 µM],-1%,-3%,-7%,i,-13%,-1%,7%,?
COCCn1c(=S)[nH]c2cc(C(=O)N(CCO)Cc3ccccc3)ccc2c1=O,3%,5%,4%,3%,i,?,1%,2%,50
O=Cc1ccc(OCc2cn(CC(=O)c3ccc(O)cc3)nn2)cc1,-2%,5%,18%,-11%,i,11%,-1%,-4%,14
Cc1cc(C(=O)CSc2nnc(CCC(N)=O)n2C)c(C)n1C1CC1,4%,8%,-2%,-2%,i,10%,-14%,-6%,-2
O=C(O)/C=C/C(=O)Nc1cccc(C(F)(F)F)c1,-25%,-17%,15%,-6%,i,0%,-4%,10%,-13
CCOc1ccc(N2C(=O)CC(SCc3nc4ccccc4[nH]3)C2=O)cc1 (stereo not drawn),24%[11.3 µM],2%,-4%,-5%,i,?,13%,1%,8
COC(=O)c1nc2n(n1)C(c1cc(OC)ccc1OC)C(C(=O)Nc1ccc(C)cc1C)=C(C)N2 (stereo not drawn),5%,0%,.,.,i,-15%,.,.,.
CCOc1ccc(NC(=O)c2cccc3c(=O)c4c([nH]c23)CCCC4)cc1,10%,-6%,.,.,i,9%,.,.,.
O=C(NCc1ccccc1)C1CCCN(C(=O)c2ccc(F)cc2)C1 (stereo not drawn),5%,10%,-5%,2%,i,7%,1%,-3%,-1
CCOC(=O)c1c(C)[nH]c(C)c1S(=O)(=O)N1CCCC(C(=O)N2CCN(c3cccc(C)c3C)CC2)C1 (stereo not drawn),6%,0%,.,.,i,0%,.,.,.
O=C1/C(=C\c2ccsc2)NC(=S)N1c1ccccc1,-2%,0%,0%,-5%,i,-16%,-2%,-16%,30
O=C(OCC(=O)N1CCc2ccccc2C1)c1ccc(F)cc1Cl,27%,0%,3%,-3%,i,-9%,0%,4%,-7
Cc1noc(C)c1COc1ccc(C(=O)N2CCN(S(=O)(=O)c3cccc(F)c3)CC2)cc1,-6%,-14%,?,-6%,i,-18%,-9%,-6%,4
CN(CCCn1ccc(NC(=O)OCc2ccccc2)nc1=O)CCc1ccccn1,-27%,-19%,.,-6%,i,-4%,2%,.,?
O=C(CN1CCc2ccccc2C1)Nc1cccc(S(=O)(=O)N2CCCC2)c1,.,-10%,?,2%,i,?,3%,?,0
CCCOc1ccc(C(=O)NC(=S)NNC(=O)c2c(-c3ccccc3)noc2C)cc1,?,-22%,?,?,i,-27%,?,14%,74
CC(=O)SC1CC2=CC(=O)CCC2(C)C2CCC3(C)C(CCC34CCC(=O)O4)C12 (stereo not drawn),-15%,10%,-3%,3%,i,-1%,-23%,-3%,?
Cc1cc(O)c(C(C)C)cc1NC(=O)Nc1cccc2ccccc12,?,-2%,18%,-14%,i,-20%,-9%,-14%,-66*
COc1cc(C(=S)N2CCCC2)cc(Cl)c1O,2%,18%,13%,10%,i,-1%,-1%,2%,11
CN1CCN(S(=O)(=O)c2ccc(NC(=O)Cc3ccc([N+](=O)[O-])cc3)cc2)CC1,3%,.,-1%,15%,i,.,0%,-14%,3

# Reformatted with values under each structure: 2 of the compounds above
# Results follow in this order: ATXN2 expr inh | KB-3-1 tox | MCF10A rerep | HT1080-NT tox | S2 tox | KB-V1 cytotox | HT1080 IDH1KD tx | SW480 rerep | IL1B secr inh
- COC(=O)c1nc2n(n1)C(c1cc(OC)ccc1OC)C(C(=O)Nc1ccc(C)cc1C)=C(C)N2 (stereo not drawn)
 : 5% | 0% | . | . | i | -15% | . | . | .
- CCOc1ccc(N2C(=O)CC(SCc3nc4ccccc4[nH]3)C2=O)cc1 (stereo not drawn)
 : 24%[11.3 µM] | 2% | -4% | -5% | i | ? | 13% | 1% | 8

# (further entries)
SMILES,ATXN2 expr inh,KB-3-1 tox,MCF10A rerep,HT1080-NT tox,S2 tox,KB-V1 cytotox,HT1080 IDH1KD tx,SW480 rerep,IL1B secr inh
O=C(Nc1nc(-c2ccc(F)cc2)cs1)c1ccc(N2C(=O)CCC2=O)cc1,-13%,6%,25%,-16%,i,-11%,-2%,-1%,34
O=C(c1ccc2[nH]c(=O)c(=O)[nH]c2c1)N1CCN(c2ccccc2)CC1,-3%,3%,4%,-7%,i,12%,-2%,-4%,0
CCCCCCCCN1[C@@H](CC(=O)O)c2cc(C(F)(F)F)ccc2S1(=O)=O,-12%,1%&-14%,22%,-8%,i,-3%&-7%,-14%,?,8
COC(=O)c1ccc2nc(-c3ccco3)c(Cc3ccccc3C(F)(F)F)n2c1,?,-24%,.,2%,?,-28%,-28%,.,18
CCOC(=O)C(NCc1ccccn1)(NC(=O)c1cccnc1)C(F)(F)F (stereo not drawn),-11%,-16%,17%,-10%,i,-1%,-16%,1%,15
COc1ccc(N/C=C(\C(C)=O)c2ccc(OC)c(OC)c2)cc1OC,-11%,1%,-5%,6%,i,-19%,-19%,-3%,24
O=C1C2CCCCN2C(=O)N1CCN1CCN(c2ccc(F)cc2)CC1 (stereo not drawn),-14%[11.3 µM],0%,-23%,22%,i,-1%,24%,-25%[1.84 µM],27
COc1ccc(CCNC(=O)CN2C(=O)COc3ccc(C)cc32)cc1OC,-2%,10%,.,.,i,-7%,.,.,.
O=C(Nc1ccc(C(=O)N2CCOCC2)cc1)Nc1cccc2ccccc12,-2%,-9%,-1%,10%,i,0%,2%,14%,25
O=C(COC(=O)/C=C/c1ccc(Cl)cc1)Nc1ccc2[nH]c(=O)[nH]c2c1,14%,12%,4%,8%,i,?,4%,-7%,2
CCN(CC(=O)N1CCCCCC1)S(=O)(=O)c1ccc(Cl)cc1,4%,-2%,0%,5%,i,-22%,14%,-2%,-1
CCC(C)Sc1cc(C)c(C#N)c2nc3ccccc3n12 (stereo not drawn),4%,29%,?,-11%,i,?,-21%,14%,5
O=C(/C=C/c1ccco1)NC(=S)Nc1ccccc1O,44%[activator],?,2%,-30%,i,-28%,-30%,9%,-19
c1ccc2c(c1)[nH]c1c(NCC3CCCO3)ncnc12 (stereo not drawn),-29%,-10%,6%,0%,i,?,?,-4%,11
O=S(=O)(NCc1ccccc1F)NCc1ccccc1F,9%,0%,-3%,8%,i,1%,9%,-7%,0
O=C(N/N=C/c1ccc2c(c1)OCO2)c1ccc2c(c1)OCCO2,27%,16µM*,?,?,i,-12%,23µM*,?,-8
CC(C)(C)c1nc2ccccc2c(=O)n1N1C(=O)c2ccccc2C1=O,-21%,-9%,?,?,i,0%,?,17%,-1
Cc1cnc(C(=O)OCC(=O)Nc2ncc(Cl)cc2Cl)cn1,10%,-3%,1%,1%[9.24 µM],i,0%,-1%,9%,6
CN(Cc1ccccc1)C(=O)COC(=O)c1cc(=O)c2ccccc2o1,3%,?,2%,1%,i,0%,0%,1%,20
CSc1ccc(C(=S)N2CCCCCC2)cc1,5%,11%,12%,-1%,i,19%,0%,0%,2

# Sorted by length of the SMILES (rising): some entries from above
SMILES,ATXN2 expr inh,KB-3-1 tox,MCF10A rerep,HT1080-NT tox,S2 tox,KB-V1 cytotox,HT1080 IDH1KD tx,SW480 rerep,IL1B secr inh
COc1cc(C(=S)N2CCCC2)cc(Cl)c1O,2%,18%,13%,10%,i,-1%,-1%,2%,11
O=C1/C(=C\c2ccsc2)NC(=S)N1c1ccccc1,-2%,0%,0%,-5%,i,-16%,-2%,-16%,30
O=C(O)/C=C/C(=O)Nc1cccc(C(F)(F)F)c1,-25%,-17%,15%,-6%,i,0%,-4%,10%,-13
Cc1cc(O)c(C(C)C)cc1NC(=O)Nc1cccc2ccccc12,?,-2%,18%,-14%,i,-20%,-9%,-14%,-66*
O=S1(=O)N=C(N(CCO)/N=C/c2ccncc2)c2ccccc21,20%[11.3 µM],-1%,-3%,-7%,i,-13%,-1%,7%,?
COc1ccc(CCNC(=O)CN2C(=O)COc3ccc(C)cc32)cc1OC,-2%,10%,.,.,i,-7%,.,.,.
CN(CCCn1ccc(NC(=O)OCc2ccccc2)nc1=O)CCc1ccccn1,-27%,-19%,.,-6%,i,-4%,2%,.,?
O=C(COC(=O)/C=C/c1ccc(Cl)cc1)Nc1ccc2[nH]c(=O)[nH]c2c1,14%,12%,4%,8%,i,?,4%,-7%,2

# Going on with the list.
SMILES,ATXN2 expr inh,KB-3-1 tox,MCF10A rerep,HT1080-NT tox,S2 tox,KB-V1 cytotox,HT1080 IDH1KD tx,SW480 rerep,IL1B secr inh
CCN(CC)S(=O)(=O)c1ccc(C)c(NC(=O)CSc2ncc(C(F)(F)F)cc2Cl)c1,?,-6%,17%,0%,?,-12%,-17%,-3%,-13
c1ccc(Cn2nnnc2C(c2ccccn2)N2CCN(c3ccccc3)CC2)cc1 (stereo not drawn),-17%,4%,4%,1%,i,-17%,1%,3%,4
Cc1ccc2occ(C(=O)c3ccco3)c(=O)c2c1,19%,1%,?,-22%,i,-29%,?,2%,-15
Cc1cc(C)c(S(=O)(=O)N2CCN(C(=O)C3CC3)CC2)c(C)c1,-10%,6%,-2%,1%,i,-6%,-2%,?,0
COc1ccccc1CCN=C(N)NS(=O)(=O)c1ccccc1F,0%,.,6%,0%,?,.,4%,-3%,-3
Cn1c(C(=O)N2CCOCC2)cc2c(=O)n3ccccc3nc21,7%,6%,2%,-3%,.,9%,-6%,-1%,4
CC(=O)NCCC(=O)Nc1cc(S(=O)(=O)N2CCOCC2)ccc1Oc1ccccc1,12%,-6%,17%,16%,i,-19%,7%,0%,2
COc1ccc(C(c2nnnn2C2CCCC2)N2CCN(C/C=C/c3ccccc3)CC2)cc1 (stereo not drawn),?,0%,.,?,?,?,?,.,?
CCOC(=O)c1ccc2c(c1)N(Cc1cccc([N+](=O)[O-])c1)C(=O)c1ccccc1S2,10%,6%,.,.,i,?,.,.,.
Cc1nc(NC(=O)CSc2nnc(C3CC3)n2C)sc1C,9%,2%,2%,14%,.,-2%,23%,0%,4
COc1ccc2c(CC(=O)Nc3ccc(N4CCOCC4)cc3)coc2c1,-12%,24%,23%,1%,i,4%,-4%,-53%[inhibitor],0
